SRC3 TRFRET art = TR-FRET artefact, counter-screen to PPARgamma/SRC-3 agonist assay; PPARgamma/SRC-3 format; hits give high values; AID 1048; TR-FRET ratio at 8 µM; 99,000 tested, 0.39% active; in the data active = TR-FRET ratio above about 2000; note: inactives centre near 1600; reference of the scale not given here
SRC1 TRFRET art = counter-screen for PPARgamma SRC-1 recruitment agonists: TR-FRET artefact; TR-FRET detection artefact counter-screen, emission ratio; hits give high values; 99,000 tested, 0.34% active; TR-FRET ratio at 8 µM; in the data active = TR-FRET ratio above about 2300; note: inactives centre near 1800; reference of the scale not given here
* marks the source's active call; other numbers are inactive results. A portion of the library. The share of hits here may be higher or lower than overall.

What do the screens show for `CCOC(=O)c1cc(-c2cc(OC)c(OC)c(OC)c2)nc2c1c(=O)[nH]c(=O)n2Cc1ccccc1`?
SRC3 TRFRET art: 1527; SRC1 TRFRET art: 1931

What do the screens show for `COCCn1c(C)cc(C(=O)CSc2nc3ccccc3s2)c1C`?
SRC3 TRFRET art: 1325; SRC1 TRFRET art: 1670

Results for O=C(NC1CC2CCC(C1)N2Cc1nnnn1Cc1ccco1)NC12CC3CC(CC(C3)C1)C2 (centres undefined) ?
SRC3 TRFRET art: 1530; SRC1 TRFRET art: 1609

Results for Fc1ccc2[nH]c3c(N4CCSCC4)ncnc3c2c1 ?
SRC3 TRFRET art: 1599; SRC1 TRFRET art: 1621

Results for COc1ccc(CCn2ccc(O)c(Cc3ccc(Cl)cc3Cl)c2=O)cc1OC ?
SRC3 TRFRET art: 1701; SRC1 TRFRET art: 1758

Results for Cc1ccc(C)c2[nH]c(=O)c(CCNC(=O)c3cccs3)cc12 ?
SRC3 TRFRET art: 1524; SRC1 TRFRET art: 1775

How did CCCC(C)NC(=O)c1ccccc1SC (centres undefined) do in these assays?
SRC3 TRFRET art: 1460; SRC1 TRFRET art: 1788

How did COc1cc(CNC2CCCCCCC2)cc(Br)c1OCC#N do in these assays?
SRC3 TRFRET art: 1628; SRC1 TRFRET art: 1821

How did O=C(CSc1nnc(-c2ccc(O)cc2)n1Cc1ccccc1)NNC(=O)c1ccc(Br)cc1 do in these assays?
SRC3 TRFRET art: 1580; SRC1 TRFRET art: 1889

How did COc1ccc(CNC(=O)OCCN2CCN(Cc3ccccc3)CCC2=O)cc1 do in these assays?
SRC3 TRFRET art: 1452; SRC1 TRFRET art: 1569

How did O=c1c2ccccc2nc(-c2ccccc2)n1/N=C/c1ccc([N+](=O)[O-])cc1 do in these assays?
SRC3 TRFRET art: 1697; SRC1 TRFRET art: 1643

Results for CN(C)/C=N/NC(=O)c1ccccc1 ?
SRC3 TRFRET art: 1361; SRC1 TRFRET art: 1713

Results for CCCc1ccc(C(=O)Cn2nc(C(=O)O)c3ccccc3c2=O)cc1 ?
SRC3 TRFRET art: 1571; SRC1 TRFRET art: 1785

Results for CCCNC(=S)Nc1ccc(Cl)cc1Cl ?
SRC3 TRFRET art: 1474; SRC1 TRFRET art: 2059

What do the screens show for `COc1cc(SC)ccc1C(=O)Nc1c(C)cccc1C`?
SRC3 TRFRET art: 1594; SRC1 TRFRET art: 1745

How did Cc1nn(C)cc1NC(=O)c1cc2nc(-c3ccco3)cc(C(F)(F)F)n2n1 do in these assays?
SRC3 TRFRET art: 1493; SRC1 TRFRET art: 1735

What do the screens show for `COc1ccccc1CN1CCNC(=O)C1CC(=O)NCCC1=CCCCC1` (centres undefined)?
SRC3 TRFRET art: 1535; SRC1 TRFRET art: 1740

How did CC(=O)Nc1cccc(CNCc2cccc(NC(C)=O)c2)c1 do in these assays?
SRC3 TRFRET art: 1551; SRC1 TRFRET art: 1773

Results for COc1ccc(CNC(=O)C(C)OC(=O)C23CC4CC(CC(O)(C4)C2)C3)cc1 (centres undefined) ?
SRC3 TRFRET art: 1386; SRC1 TRFRET art: 1890

What do the screens show for `COc1cccc(/C=C/C(=O)Nc2ccc3c(c2)OCCO3)c1`?
SRC3 TRFRET art: 1644; SRC1 TRFRET art: 1895

What do the screens show for `O=C(c1ccc(Cl)c(S(=O)(=O)N2CCc3ccccc3C2)c1)N1CCN(c2ccccc2)CC1`?
SRC3 TRFRET art: 1631; SRC1 TRFRET art: 1865

How did CCOC(=O)Cc1csc(NS(=O)(=O)c2ccc(Br)cc2)n1 do in these assays?
SRC3 TRFRET art: 1611; SRC1 TRFRET art: 1578

What do the screens show for `N=C1C(c2ccccc2)=C(O)CN1c1ccccc1`?
SRC3 TRFRET art: 1635; SRC1 TRFRET art: 1985

How did Cc1ccc(-c2nc(CN(Cc3cnn(C)c3)C(C)C)c(C)o2)o1 do in these assays?
SRC3 TRFRET art: 1517; SRC1 TRFRET art: 1549

How did CC(=O)Nc1cccc(-c2nnc(SCC(=O)N3CCCCC3)n2C)c1 do in these assays?
SRC3 TRFRET art: 1597; SRC1 TRFRET art: 2080

What do the screens show for `Cc1ccc(NC(=S)/N=C(\N)Nc2nc(C)c3cc(C)ccc3n2)c(C)c1`?
SRC3 TRFRET art: 1651; SRC1 TRFRET art: 1812

What do the screens show for `Cc1cccc(/N=C/c2nc(-c3ccccc3Br)oc2O)n1`?
SRC3 TRFRET art: 1549; SRC1 TRFRET art: 1887

Results for N#Cc1ccccc1NC(=O)CSC1=Nc2ccccc2C2CC=NN12 (centres undefined) ?
SRC3 TRFRET art: 1788; SRC1 TRFRET art: 1493

What do the screens show for `Cc1ccc(S(=O)(=O)N2CCC(C(=O)N[C@@H](C)C(=O)NCC3CCCO3)CC2)cc1` (some centres undefined)?
SRC3 TRFRET art: 1603; SRC1 TRFRET art: 1417

What do the screens show for `COc1ccc(-c2nn(-c3ccccc3)cc2CN2CCCO2)c(F)c1`?
SRC3 TRFRET art: 1430; SRC1 TRFRET art: 1777

Results for N#Cc1cccc(NC(=O)Cn2c3[n+](c4ccc(C(F)(F)F)cc42)CCCCC3)c1 ?
SRC3 TRFRET art: 1608; SRC1 TRFRET art: 1705

What do the screens show for `CC1(C)SC2[C@H](NC(=O)C(NC(=O)N3CCNC3=O)c3ccccc3)C(=O)N2C1C(=O)O` (some centres undefined)?
SRC3 TRFRET art: 1571; SRC1 TRFRET art: 1626

What do the screens show for `COc1ccc(NC(=O)CN2C(=O)CSC(C)C2=O)c(OC)c1` (centres undefined)?
SRC3 TRFRET art: 1652; SRC1 TRFRET art: 1902

What do the screens show for `O=C(CCCn1cnc([N+](=O)[O-])n1)Nc1cc(Cl)ccc1O`?
SRC3 TRFRET art: 1538; SRC1 TRFRET art: 1723

How did CCCC(C)NC(=O)c1sc2nc3n(c(=O)c2c1C)CCC3 (centres undefined) do in these assays?
SRC3 TRFRET art: 1724; SRC1 TRFRET art: 1922

What do the screens show for `C=CCNC(=S)NNC(=O)c1ccc([N+](=O)[O-])cc1`?
SRC3 TRFRET art: 1907; SRC1 TRFRET art: 2258

What do the screens show for `COc1ccccc1/C=N/NC(=O)c1ccc(NC(=O)c2ccccc2Br)cc1`?
SRC3 TRFRET art: 1758; SRC1 TRFRET art: 1629

How did O=C(c1ccc(Cl)c(S(=O)(=O)N2CCCC2)c1)N1CCN(c2ncccn2)CC1 do in these assays?
SRC3 TRFRET art: 1573; SRC1 TRFRET art: 1728

How did O=C1C(=O)N(CCN2CCOCC2)C(c2cccnc2)/C1=C(/O)c1ccc(Cl)cc1 (centres undefined) do in these assays?
SRC3 TRFRET art: 1533; SRC1 TRFRET art: 1873

What do the screens show for `N[C@@H](CO)c1nnc([C@H](CC(=O)O)NC(=O)C2CCNCC2)o1`?
SRC3 TRFRET art: 1591; SRC1 TRFRET art: 1648

What do the screens show for `O=C(CN1CCOCC1)Nc1ncc(Cc2cccc(Cl)c2)s1`?
SRC3 TRFRET art: 1533; SRC1 TRFRET art: 1917

What do the screens show for `Cn1c(=O)c2c(ncn2CC(O)CO)n(C)c1=O` (centres undefined)?
SRC3 TRFRET art: 1757; SRC1 TRFRET art: 1644

How did Cc1ccc(S(=O)(=O)N(C)c2c(C)ccc(S(=O)(=O)Nc3ccncc3)c2C)cc1 do in these assays?
SRC3 TRFRET art: 1683; SRC1 TRFRET art: 1686

How did CCOC(=O)C=Nc1c(N)n(C)c(=O)n(C)c1=O do in these assays?
SRC3 TRFRET art: 1477; SRC1 TRFRET art: 1839

Results for O=C(NCc1ccccc1Cl)c1cccc(NC(=O)c2ccccc2)c1 ?
SRC3 TRFRET art: 1587; SRC1 TRFRET art: 2004

How did O=C(NC1CCCCCC1)c1ccc[nH]c1=S do in these assays?
SRC3 TRFRET art: 1532; SRC1 TRFRET art: 1810

Results for CC(=O)Nc1ccc(S(=O)(=O)NC2(C(F)(F)F)C(=O)Nc3c2c(=O)[nH]c(=O)n3Cc2cccnc2)cc1 (centres undefined) ?
SRC3 TRFRET art: 1565; SRC1 TRFRET art: 2100

Results for COc1cc(/C=N/NC(=O)CCNC(=O)c2ccccc2Cl)ccc1O ?
SRC3 TRFRET art: 1519; SRC1 TRFRET art: 1865

What do the screens show for `CSc1nnc(C)c(=O)n1COC(=O)COc1ccc2ccccc2c1`?
SRC3 TRFRET art: 1652; SRC1 TRFRET art: 1947

What do the screens show for `C/C(CC(=O)Nc1cccc(Cl)c1C)=N\NC(=O)C(=O)NCC(C)C`?
SRC3 TRFRET art: 1470; SRC1 TRFRET art: 1604

Results for CCOc1cc(CNCc2ccccn2)ccc1OCC(=O)NC(C)(C)C ?
SRC3 TRFRET art: 1756; SRC1 TRFRET art: 1721

How did O=c1c2ccccc2cnn1Cc1n[nH]c(=S)n1-c1ccccc1Cl do in these assays?
SRC3 TRFRET art: 1631; SRC1 TRFRET art: 1736

Results for COc1ccc(OC(C)C(=O)Nc2ccc([N+](=O)[O-])cc2)cc1 (centres undefined) ?
SRC3 TRFRET art: 1714; SRC1 TRFRET art: 2131

What do the screens show for `CN1CCN(CCOc2ccc(Cl)c(Cl)c2)CC1`?
SRC3 TRFRET art: 1678; SRC1 TRFRET art: 1849

Results for Cc1ccc(C)c(NC(=O)CCC(=O)NNC(=O)c2cccs2)c1 ?
SRC3 TRFRET art: 1513; SRC1 TRFRET art: 1948

What do the screens show for `CCN(CCNC(=O)c1cc(C)nn1-c1ccccc1)c1ccccc1`?
SRC3 TRFRET art: 1437; SRC1 TRFRET art: 1952

Results for Cc1ccc(NC(=O)CN(C)CC(=O)Nc2ccc(N3CCOCC3)cc2)c([N+](=O)[O-])c1 ?
SRC3 TRFRET art: 1618; SRC1 TRFRET art: 1753

What do the screens show for `Brc1ccc(CSc2ccc3nnc(-c4ccccn4)n3n2)cc1`?
SRC3 TRFRET art: 1579; SRC1 TRFRET art: 1679

What do the screens show for `Cc1cc(-c2csc(NC(=O)c3ccc(S(=O)(=O)N(C)C)cc3)n2)c(C)n1-c1ccccc1`?
SRC3 TRFRET art: 1705; SRC1 TRFRET art: 2011

How did CN1CCN(NC(=O)CN2C(=O)/C(=C/c3ccccc3F)SC2=S)CC1 do in these assays?
SRC3 TRFRET art: 1665; SRC1 TRFRET art: 2013

An excerpt from above in order of molecular weight, lowest first.
Results for COc1ccc(OC(C)C(=O)Nc2ccc([N+](=O)[O-])cc2)cc1 (centres undefined) ?
SRC3 TRFRET art: 1714; SRC1 TRFRET art: 2131

What do the screens show for `C/C(CC(=O)Nc1cccc(Cl)c1C)=N\NC(=O)C(=O)NCC(C)C`?
SRC3 TRFRET art: 1470; SRC1 TRFRET art: 1604

What do the screens show for `CSc1nnc(C)c(=O)n1COC(=O)COc1ccc2ccccc2c1`?
SRC3 TRFRET art: 1652; SRC1 TRFRET art: 1947

What do the screens show for `Brc1ccc(CSc2ccc3nnc(-c4ccccn4)n3n2)cc1`?
SRC3 TRFRET art: 1579; SRC1 TRFRET art: 1679

Results for CC(=O)Nc1ccc(S(=O)(=O)NC2(C(F)(F)F)C(=O)Nc3c2c(=O)[nH]c(=O)n3Cc2cccnc2)cc1 (centres undefined) ?
SRC3 TRFRET art: 1565; SRC1 TRFRET art: 2100

The results go on.
What do the screens show for `CCc1cccc(C)c1NC(=O)CO/N=C(\C)c1cc2ccccc2o1`?
SRC3 TRFRET art: 1659; SRC1 TRFRET art: 2034

Results for CC1=NNC(=O)/C1=C\c1cn(-c2ccccc2)nc1-c1cccs1 ?
SRC3 TRFRET art: 1522; SRC1 TRFRET art: 1862

How did CCOC(=O)/C(=C\c1ccc(OC(F)F)cc1)C1=Nn2c(nnc2-c2ccc(Cl)cc2)SC1 do in these assays?
SRC3 TRFRET art: 1609; SRC1 TRFRET art: 2031

Results for Cc1ccc(/C=C2\SC(N)=NC2=O)s1 ?
SRC3 TRFRET art: 1453; SRC1 TRFRET art: 2150

Results for Cc1nn(-c2ccccc2)c2sc(C(=O)OCn3nnc4ccccc4c3=O)cc12 ?
SRC3 TRFRET art: 1698; SRC1 TRFRET art: 1802

How did CCN(CC)C(=O)CSc1nnc(COc2ccccc2)n1N do in these assays?
SRC3 TRFRET art: 1434; SRC1 TRFRET art: 1855

Results for CCc1cc2c(N[C@@H](Cc3c[nH]c4ccccc34)C(=O)O)ncnc2s1 ?
SRC3 TRFRET art: 1589; SRC1 TRFRET art: 1804

What do the screens show for `O=c1[nH]c(NNC(=S)NCc2ccccc2)nc2c1C1(CCCCC1)Cc1ccccc1-2`?
SRC3 TRFRET art: 1325; SRC1 TRFRET art: 1841

How did c1ccc(-c2noc(CC3CCCCC3)n2)cc1 do in these assays?
SRC3 TRFRET art: 1644; SRC1 TRFRET art: 1806

How did O=C(COc1ccc(Br)cc1)N1CCc2ccccc2C1 do in these assays?
SRC3 TRFRET art: 1535; SRC1 TRFRET art: 2001

Results for O=C(COC(=O)[C@@H]1CC(O)CN1S(=O)(=O)c1ccccc1[N+](=O)[O-])c1ccccc1 (some centres undefined) ?
SRC3 TRFRET art: 1559; SRC1 TRFRET art: 1718

How did O=C(c1ccccc1)N1CCN(c2ccc([N+](=O)[O-])c(NCC3CCCO3)c2)CC1 (centres undefined) do in these assays?
SRC3 TRFRET art: 1310; SRC1 TRFRET art: 1595

Results for CCOC(=O)c1c(NC(=O)c2ccncc2)sc(C)c1C ?
SRC3 TRFRET art: 1406; SRC1 TRFRET art: 1674

How did COC(=O)C1(C)Nc2ccccc2C(=O)N1c1ccccc1OC (centres undefined) do in these assays?
SRC3 TRFRET art: 1870; SRC1 TRFRET art: 1753

Of the compounds above, 4 contain a COOH group.
Results for CCCc1ccc(C(=O)Cn2nc(C(=O)O)c3ccccc3c2=O)cc1 ?
SRC3 TRFRET art: 1571; SRC1 TRFRET art: 1785

What do the screens show for `CC1(C)SC2[C@H](NC(=O)C(NC(=O)N3CCNC3=O)c3ccccc3)C(=O)N2C1C(=O)O` (some centres undefined)?
SRC3 TRFRET art: 1571; SRC1 TRFRET art: 1626

What do the screens show for `N[C@@H](CO)c1nnc([C@H](CC(=O)O)NC(=O)C2CCNCC2)o1`?
SRC3 TRFRET art: 1591; SRC1 TRFRET art: 1648

Results for CCc1cc2c(N[C@@H](Cc3c[nH]c4ccccc34)C(=O)O)ncnc2s1 ?
SRC3 TRFRET art: 1589; SRC1 TRFRET art: 1804
